# hcDAF-12 act: H. contortus DAF-12 activation, primary screen; HEK293 hcDAF-12 lit1-tk-luc reporter, luminescence; 0% DMSO, 100% Δ7-dafachronic acid; activation, % at 6.8 µM; 1.4% of 370,000 active;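 active = activation above the mean of all tested compounds plus 3 SD, cut at about 5.5% in these data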;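 also: 100% = response to 3 µM Δ7-dafachronic acid high control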
# DAX1 inh-1: inhibitors of DAX1 repression of SF-1 activated StAR promoter | HEK293T StAR-luciferase reporter, SF-1/DAX-1 repression relief | inhibition, % at 6.8 µM | AID 652010 | 1.1% of 370,000 active;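 active = inhibition above the mean over all tested compounds plus 3 SD, cut at about 3.6% in these data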;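 also: 0% = DAX-1 cells with DMSO and 100% = cells lacking DAX-1 with DMSO; higher inhibition means more luminescence from relief of DAX-1 repression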
# GAA850 FXN act: activators of GAA850 frataxin (FXN) promoter; HEK293 lucGAA850 FXN promoter luciferase reporter, 24 h; percent of 10 µM SAHA response; activation, % at 6 µM; 0.56% of 360,000 active; AID 540364;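 active = activation above the average of all compounds screened plus 3 SD, cutoff fixed separately per campaign, cut at about 7.5% in these data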;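 also: 0% = DMSO wells and 100% = 10 µM SAHA wells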
# DAX1 inh-2: inhibits human nuclear receptor DAX1; AID 504766; P51843; 0.99% of 340,000 active; HEK293 Gal4-DAX1 luciferase reporter, luminescence; inhibition, % at 6.75 µM;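 active = inhibition above the mean over all tested compounds plus 3 SD, cut at about 4.2% in these data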;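 also: 0% = DAX1-transfected cells with DMSO and 100% = empty-vector control cells with DMSO; inhibition shows as a rise in luminescence from relieved DAX1 repression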
# ADAM10 inh: inhibitors of human ADAM10; O14672; recombinant ADAM10, EDANS/DABCYL FRET peptide cleavage, 3 h; inhibition, % at 7 µM; 0.62% of 370,000 active; AID 720582;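 active = inhibition above a per-campaign cutoff equal to the mean of compounds falling between control-based bounds plus 3 SD, cut at about 20% in these data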;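 also: 0% = DMSO wells while the 100% control is not disclosed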
# HGIII-sPLA2 inh: Inhibits HGIII-sPLA2 liposome hydrolysis, primary screen; QFRET BODIPY PC-A2 liposome hydrolysis, fluorescence; Q9NZ20; inhibition, % at 12.2 µM; 0.56% of 370,000 active; AID 743126;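 active = inhibition above mean plus 3 SD of compounds lying within the high and low control bounds, cut at about 19% in these data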;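 also: 0% = median of test compound wells and 100% = no enzyme DMSO wells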
# PLCb3 inh: PLC-beta3 (human) inhibition, primary screen; 0.18% of 370,000 active; Purified PLC-beta3, fluorogenic substrate, fluorescence; Q01970; inhibition, % at 12.2 µM; in the data active = inhibition above about 11%;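 also: 0% = median of compound wells on plate and 100% = full blocker control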
# PLCg1 inh: PLC-gamma1 (human) inhibition, primary screen | P19174 | purified PLC-gamma1, fluorogenic substrate, fluorescence | inhibition, % at 12.2 µM | 0.84% of 370,000 active | AID 720700; in the data active = inhibition above about 9.5%
# ADAM17 inh: ADAM17 inhibition, QFRET primary screen. recombinant ADAM17, EDANS/DABCYL FRET peptide cleavage. inhibition, % at 6.95 µM. 0.83% of 370,000 active. P78536;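 active = inhibition above the mean of compounds lying between control limits plus 3 SD, set per campaign, cut at about 8.5% in these data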;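 also: 0% = DMSO-only wells as the low control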
# hgDAF-12 ag: activates the H. glycines DAF-12 receptor ligand-binding domain; HEK293 GAL4-hgDAF12 UAS-luciferase reporter, agonist luminescence; normalized to butyrate control; activation, % at 6.8 µM; 1.8% of 370,000 active; AID 687014;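 active = activation above a cutoff set at the mean of all screened compounds plus 3 SD, cut at about 10% in these data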;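 also: 0% = DMSO wells and 100% = sodium butyrate wells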
# ssDAF-12 act: activates DAF-12 receptor from parasite S. stercoralis; HEK293 ssDAF-12/GRIP1 lit1-tk-luc reporter, luminescence; % of 3 µM dafachronic acid response; activation, % at 6.8 µM; 1% of 370,000 active;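 active = activation above the mean over all tested compounds plus 3 SD, cut at about 0.9% in these data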;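 also: 0% = DMSO-only wells and 100% = 3 µM delta7-dafachronic acid wells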
# * marks the source's active call; other numbers are inactive results; i = inactive; / = not tested or not shown.
SMILES,hcDAF-12 act,DAX1 inh-1,GAA850 FXN act,DAX1 inh-2,ADAM10 inh,HGIII-sPLA2 inh,PLCb3 inh,PLCg1 inh,ADAM17 inh,hgDAF-12 ag,ssDAF-12 act
Cc1nc(N2CCN(c3ccccn3)CC2)c2c(C)c(C(=O)Nc3c(F)cc(F)cc3Br)sc2n1,-3.4,-1.2,-0.4,-1.4,4,1,-52,-35,1,-6.6,-2.1
COCCN1C(=O)c2oc3ccccc3c(=O)c2C1c1ccc(C(=O)OC)cc1 (centres undefined),-1.9,0.1,1.9,2.3,-7,-3,0,-4,0,0.2,-1.0
O=C(CSc1nc2ccccc2o1)Nc1nc2ccc(Br)cc2s1,-0.2,-0.1,0.5,1.0,-4,1,-1,-3,-5,0.0,-1.5
COC(=O)c1sccc1NC(=O)COc1ccc(F)cc1Cl,-1.6,0.1,7.3,0.1,-8,-1,0,0,-4,2.1,-0.6
O=C(OCC(=O)N1CCc2ccccc21)c1ccccn1,-0.3,-0.3,0.5,1.9,-2,-5,-6,1,2,1.4,-0.6
CC(=O)Oc1ccc(-c2nc(-c3cccnc3)no2)cc1,1.8,1.7,-0.2,0.1,-5,-1,4,3,-1,7.5,-0.6
COc1ccc(CN2CCNC(=O)C2CC(=O)N(Cc2nccn2C)C(C)C)c(OC)c1 (centres undefined),-0.5,-0.7,-1.1,4.4*,-13,9,-9,-3,-7,0.1,-0.5
NC(=O)CSc1cn(Cc2ccc(F)cc2)c2ccccc12,-0.3,0.4,-0.1,-0.9,12,3,2,5,6,-2.0,-1.0
CC(=NNS(=O)(=O)c1ccc(C)cc1)c1ccccc1,-0.8,-1.0,2.5,0.3,-8,4,-1,1,-6,0.9,-0.8
Cc1ccc(S(=O)(=O)N(C)c2ccc(C(=O)NCc3ccccn3)cc2)cc1,-1.0,-0.7,-0.6,-0.6,-2,-2,0,-2,-4,-0.8,-0.9
C=C(C)c1cccc(C(C)(C)NC(=O)Nc2cccnc2)c1,0.3,-0.3,-1.7,-0.2,-10,-4,2,1,-1,-1.0,-1.3
COc1ccc(/C=N/NC(=O)CN(C2=NS(=O)(=O)c3ccccc32)c2ccccc2)cc1,-1.4,-0.5,0.2,0.0,-10,-2,-5,0,-2,-0.9,-1.7
COc1ccc(C(CNC(=O)CCNS(=O)(=O)c2ccc(Br)cc2)N2CCCC2)cc1 (centres undefined),-0.8,-0.5,-2.4,1.2,-25,3,-11,-1,-8,0.6,-1.2
C/C(Cc1nnn(-c2cc(C)on2)n1)=N\O,2.0,0.2,0.9,/,3,-1,-5,-1,-3,1.4,-0.7
COCCCn1cc(CN2CC(N3CCN(C4CCN(C)CC4)CC3)CS2(=O)=O)nn1 (centres undefined),0.3,0.4,/,/,-2,-1,2,2,-2,-0.3,-0.4
Cc1ccc(S(=O)(=O)Cc2ccc(C(=O)O)o2)cc1,2.2,0.0,-1.1,-0.5,2,-3,0,-3,-3,2.6,-1.0
S=C(NN=C(C1CC1)C1CC1)Nc1ccccc1,-0.9,0.6,1.3,6.8*,10,2,3,6,4,10,-0.7
CCOc1ccccc1OCC(=O)OCC(=O)NNC(=O)c1ccc([N+](=O)[O-])cc1,-1.5,2.3,-0.1,2.0,-3,-3,-7,-1,-4,-1.0,-1.0
O=C(NCc1ccccc1CN1CCCC1)C1CCN(C(=O)c2ccc(Cl)cc2)CC1,-1.4,1.0,0.3,0.3,0,0,3,1,-2,-0.6,-1.1
Cc1c(Br)c(C(F)(F)F)nn1CC(=O)NCc1ccco1,0.5,-0.2,-1.0,0.2,2,-4,1,0,0,-0.4,-0.9
CC(C)[C@H](NC(=O)c1ccccc1)C(=O)OCC(=O)Nc1ccc(S(=O)(=O)N2CCOCC2)cc1,-2.0,-0.1,0.3,-1.4,-5,2,0,1,-2,-0.9,-0.9
CC(C)C[C@H](NC(=O)c1nc[nH]c1C(=O)NCc1ccc(CNC(=O)OC(C)(C)C)cc1)C(=O)OC(C)(C)C,-0.8,0.2,0.2,0.4,24*,-18,0,1,16*,-0.5,-1.0
Nc1nnc(SC2CC(=O)N(c3ccccc3)C2=O)s1 (centres undefined),-0.9,-0.2,1.0,0.2,-4,3,1,3,-4,1.4,-1.1
CCOC(=O)C1CCCN(C(=O)C(=O)c2cn(CC(=O)N3CCOCC3)c3ccccc23)C1 (centres undefined),3.6,-0.4,-0.1,1.2,-12,5,-13,1,-2,0.3,-0.8
O=C(COC(=O)c1ccccc1O)Nc1cccc(S(=O)(=O)NC2=NCCCCC2)c1,-0.4,0.5,0.9,2.7,10,-3,-6,0,-3,1.7,-1.6
# (more compounds)
SMILES,hcDAF-12 act,DAX1 inh-1,GAA850 FXN act,DAX1 inh-2,ADAM10 inh,HGIII-sPLA2 inh,PLCb3 inh,PLCg1 inh,ADAM17 inh,hgDAF-12 ag,ssDAF-12 act
Cc1ccc(C(=O)N2CCN(c3ccccc3)CC2)cc1S(=O)(=O)N1CCCC1,-3.1,-0.8,1.2,-2.2,2,-2,-1,2,-3,-3.5,-1.8
CC(C)N1CCC(N2CCN(C3CCCCC3)CC2CCO)CC1 (centres undefined),-1.2,0.7,3.2,0.5,-1,0,-1,-1,2,1.3,-1.1
COc1cc(C(=O)Nc2ccc(S(=O)(=O)Nc3cnc4ccccc4n3)cc2)cc(OC)c1OC,-0.7,-0.6,2.0,0.5,-34,-12,-39,-21,-13,-0.3,-0.8
CC(C)C(=O)Nc1ccc(NC(=O)c2ccco2)cn1,-0.1,1.4,0.4,-0.1,-5,3,-1,0,-2,1.9,-0.6
CC1CCCC(NC(=O)COC(=O)c2ccc([N+](=O)[O-])s2)C1C (centres undefined),-2.5,-0.6,1.2,1.3,-15,8,-7,3,0,-2.0,-1.7
COC(=O)[C@@H]1CC[C@@](C)(c2ccc(OC)cc2)C1(C)C,-0.7,-0.4,1.2,1.6,0,17,8,14*,6,-2.1,-1.2
CC(=O)Nc1ccc2nc(NC(=O)c3cccnc3)sc2c1,-0.3,1.0,2.4,-0.6,-5,1,-40,-32,-3,4.1,-0.7
COc1ccc(-c2cn[nH]c2-c2ccc(OCc3ccccc3)cc2O)cc1,-1.2,-0.1,-2.9,-0.8,20*,-32,1,1,7,1.6,-1.7
CCOc1ccc(-c2c(C(=O)N/N=C/c3ccco3)nnn2-c2nonc2N)cc1,-0.4,1.7,-1.9,0.6,4,-2,-12,-2,-1,-1.5,-0.6
CCCN1CCC(NC(=S)Nc2ccc(C(=O)OCC)cc2)CC1,-1.5,-0.2,0.9,0.2,-5,3,-2,-2,-2,-0.6,-1.1
CN(c1cccc(Cl)c1)S(=O)(=O)c1cccc(C(=O)Nc2ccc3c(c2)CCC3)c1,-3.6,-1.4,-1.5,-1.2,9,-5,-4,2,5,-0.7,-1.1
O=C(NCCc1ccc(Cl)cc1)C1CC(=O)N(CCc2ccccc2)C1 (centres undefined),-1.7,-1.6,2.8,0.4,-22,-5,1,1,-5,-2.1,-0.5
O=C(Nc1cccc(OCC(=O)N2CCOCC2)c1)C1CCCCC1,-0.9,0.4,1.4,0.4,7,-3,1,1,-5,-1.7,-0.9
CCc1cc(=O)oc2c(CN3CCN(C)CC3)c(O)c(Cl)cc12,-0.9,-0.1,0.3,-0.2,i,-2,i,i,i,2.5,-1.0
O=C(NCc1nnnn1-c1ccc(Cl)cc1)C(=O)c1c[nH]c2ccccc12,2.4,-0.9,0.4,1.6,-1,-14,-1,0,-1,-1.9,-0.4
Cc1ccc(/C=N\NC(=O)Cn2nnc3ccccc32)o1,0.8,0.4,-1.0,-0.4,18,-8,7,7,-1,-2.5,-1.5
CCOc1ccc(-n2c(SCC(=O)O)nc3sc4c(c3c2=O)CCCC4)cc1,0.2,0.2,1.6,-0.2,6,1,-5,1,1,0.8,-1.4
CC(C)N(C(=O)[C@H]1C[C@H](CC(=O)NCc2cccc(C(F)(F)F)c2)C(=O)N2CCc3c([nH]c4cc(-c5ccco5)ccc34)[C@]12C)C(C)C,-1.4,0.1,-3.3,-0.6,-177,-4,-310,-278,-51,-2.4,-1.0
CCCCn1c(N)c(N(CC(C)C)C(=O)c2cc(Cl)nc3ccccc23)c(=O)[nH]c1=O,-0.1,-0.3,-0.8,-0.4,-19,5,-16,-27,-2,0.5,1.1*
COC(=O)c1ccc(/C=N/NC(=O)C(=O)NCc2ccccc2)cc1,-0.2,0.6,0.9,-0.1,10,7,3,-1,-2,-0.9,-0.8
COCCN(CC(=O)Nc1ccccc1C(F)(F)F)C(=O)/C=C/c1cc(Cl)c2c(c1)OCCO2,2.2,0.4,0.5,0.6,-9,-2,-4,-3,-2,1.3,-1.5
Cc1cc(C(=O)CSc2nnc(-c3ccc(Cl)cc3)n2C)c(C)n1CC1CCCO1 (centres undefined),-1.3,-0.1,-1.1,-0.2,-5,3,-4,-4,-4,-0.1,-0.3
CSc1nc(-c2ccccc2)nc(NC(=O)C(C)C)c1C(C)=O,3.1,0.0,-1.1,0.6,9,-5,1,4,1,-0.7,-1.1
CCc1cc2cc(C(=O)N3CCN(c4ccccc4)CC3)sc2s1,-1.9,-0.3,0.5,0.7,4,0,1,7,0,-2.2,-1.1
CCc1ccc(S(=O)(=O)NCc2csc(C)n2)s1,-1.3,-0.4,-2.6,0.1,8,22*,1,-2,-7,-2.3,-1.4
# More results:
SMILES,hcDAF-12 act,DAX1 inh-1,GAA850 FXN act,DAX1 inh-2,ADAM10 inh,HGIII-sPLA2 inh,PLCb3 inh,PLCg1 inh,ADAM17 inh,hgDAF-12 ag,ssDAF-12 act
O=C(NC(=S)Nc1ccc(Br)cc1)C1CCCCC1,-0.3,-0.3,1.3,0.4,-13,9,-9,2,-4,2.2,-0.8
COc1ccccc1-n1c(-c2ccco2)n[nH]c1=S,0.3,-0.3,-0.3,1.7,-9,7,-7,1,-6,-1.3,-0.6
O=C(NCCc1ccccn1)c1cccc(S(=O)(=O)N2CCc3ccccc32)c1,1.8,-0.3,1.8,0.3,-5,-7,-36,0,-4,0.1,-1.3
Cc1cccnc1NC(=O)Cn1nc(C)c([N+](=O)[O-])c1C,-1.4,-0.3,-0.7,-0.4,2,0,4,0,-4,0.8,-1.0
Nc1nc2n(n1)C(c1ccco1)CC(c1ccc(F)cc1)N2 (centres undefined),-1.4,-0.2,4.0,2.9,-138,1,-26,-21,-36,5.7,-1.0
COc1cc(C2C3C(=O)N(Cc4ccccc4)C(=O)C3ON2c2ccccc2)cc(OC)c1O (centres undefined),-1.5,0.5,-1.9,1.2,4,-40,1,2,0,0.4,-1.1
COC(=O)C[C@H]1C=C[C@H](NC(=O)Cc2ccccc2)[C@@H](CO)O1,-0.2,-0.5,/,/,-6,11,-3,-2,-5,-1.4,-0.3
